miR122 inh: inhibitors of miR-122 in Huh7 cells; Huh7 miR-122 Renilla luciferase sensor, 48 h; neutral wells = 0, positive control = 100; 340,000 tested, 0.3% active; activation (reporter increase), % at 12.5 µM;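 active = mean replicate activation score at least 90 and every replicate individually at or above 90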;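 note: higher luciferase means less miR-122 activity so hits act as miR-122 inhibitors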
ERp5 inh: inhibitors of human ERp5; Q15084; ERp5 insulin aggregation, absorbance 650 nm, 90 min; inhibition, % at 9.99 µM; 350,000 tested, 0.05% active; AID 651711;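 active = mean replicate inhibition above about 25%, with every replicate also reaching it, limit read from the data, passing the limit was not always enough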
Target sequence (Q15084 whole entry, looked up): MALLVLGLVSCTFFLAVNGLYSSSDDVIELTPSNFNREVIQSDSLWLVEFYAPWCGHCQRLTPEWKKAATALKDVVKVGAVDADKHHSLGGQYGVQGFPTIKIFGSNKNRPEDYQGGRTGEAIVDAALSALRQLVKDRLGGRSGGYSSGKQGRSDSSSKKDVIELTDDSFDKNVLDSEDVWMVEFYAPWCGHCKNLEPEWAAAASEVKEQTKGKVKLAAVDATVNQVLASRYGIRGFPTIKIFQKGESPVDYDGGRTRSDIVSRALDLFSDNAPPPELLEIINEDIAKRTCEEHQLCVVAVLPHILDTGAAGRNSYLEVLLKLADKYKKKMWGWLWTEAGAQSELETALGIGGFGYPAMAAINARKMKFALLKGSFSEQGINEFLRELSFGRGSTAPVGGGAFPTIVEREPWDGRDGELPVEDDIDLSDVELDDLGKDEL
esBAF inh: SWI/SNF esBAF complex inhibition. mouse ES cells, Bmi1-luciferase knock-in reporter, 24 h; 100% = twice the neutral-well signal. reporter increase, % at 12.5 µM. 350,000 tested, 2% active. AID 602393; in the data active = activation above about 40%;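 note: 0% = median of the plate's neutral control wells and 100% = double that signal; a rise in the Bmi1 reporter signal indicates esBAF inhibition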
Cneo AK release: causes C. neoformans cell lysis; 360,000 tested, 0.2% active; lysis activity, % at 15 µM; adenylate kinase release luminescence, 4 h; normalised: neutral wells 0, clomiphene wells 100;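 active = mean lysis activity across replicates of at least 80%, whatever share of replicates individually reach that level; inactive = mean lysis activity below 80%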
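Assay system: C. neoformans cells. Amount: yeast cell density of 5 × 10^6 cells/mL. Technique: AK luminescence. Buffer or medium: YPD. Times: static 4 h at 37 °C with compound, 1 h detection. Dosing: single-point compound dose. Read-out: lysis from increased AK signal.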
Statin myotox sup: suppressors of simvastatin-induced myotoxicity in C2C12 myotubes; ATP luminescence, 48 h; scaled: DMSO 0, geranylgeraniol control 100; rescue of ATP level, % at 7.49 µM; 330,000 tested, 0.78% active;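 active = mean ATP rescue above about 67%, or every replicate alone reaching that limit, limit read from the data, passing the limit was not always enough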;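 note: myotubes were challenged with 10 µM simvastatin during compound exposure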
SIRT5 inh: inhibitors of human sirtuin-5 desuccinylase; 330,000 tested, 1.1% active; AID 652115; Purified SirT5, succinyl-peptide AMC, trypsin-coupled fluorescence; Q9NXA8; inhibition, % at 15 µM; in the data active = inhibition above about 15%
Target sequence (Q9NXA8 whole entry, looked up): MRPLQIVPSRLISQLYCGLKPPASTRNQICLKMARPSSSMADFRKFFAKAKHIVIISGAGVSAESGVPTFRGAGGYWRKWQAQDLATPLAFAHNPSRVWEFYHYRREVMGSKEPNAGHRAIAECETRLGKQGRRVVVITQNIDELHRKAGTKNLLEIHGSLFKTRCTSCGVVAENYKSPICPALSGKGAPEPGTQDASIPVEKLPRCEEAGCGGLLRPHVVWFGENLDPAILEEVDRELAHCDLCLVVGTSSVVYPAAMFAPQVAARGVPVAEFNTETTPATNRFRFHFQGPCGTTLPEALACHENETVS
ARNT-TACC3 inh: ARNT/TACC3 interaction disruption. 390,000 tested, 0.66% active. AID 623870. inhibition, % at 9.99 µM. AlphaScreen His-ARNT PAS-B/GST-TACC3 binding, luminescence; TACC3 fragment carries E629A point mutation. Q9Y6A5;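 active = mean inhibition of replicates at least 50% and at least half of replicates each reaching 50%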;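 note: 0% = complete ARNT plus TACC3 wells and 100% = ARNT alone without TACC3; many hits fall short of the cut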
An asterisk follows results filed as active; nt = no result given; [ ] = another dose, or the depositor's remark. Compounds were not picked by outcome; 4% or so of the library scored in one or more.

nr | canonical_smiles | miR122 inh | ERp5 inh | esBAF inh | Cneo AK release | Statin myotox sup | SIRT5 inh | ARNT-TACC3 inh
1 | Cc1cccc(C(=O)NC(=S)NNC(=O)c2cccs2)c1 | nt | 1 | nt | nt | nt | 5 | 14
2 | O=C(c1nc2ccccn2c1CN1CCN(c2ccccc2O)CC1)N1CCCC1 | nt | 6 | nt | nt | nt | -1 | 4
3 | COc1ccc(CN(C)CC(O)COc2ccc(C(=O)c3ccccc3)cc2)c(OC)c1OC (stereo unspecified) | nt | 3 | -1 | 2 | -14 | -1 | -15
4 | Cc1ccc(S(=O)(=O)N2CCC(C(=O)N[C@@H](C)C(=O)NCC3CCCO3)CC2)cc1 (stereo partly specified) | -11 | nt | -4 | 0 | -1 | nt | -3
5 | O=C(Nc1ccccc1)c1nc[nH]c1C(=O)NCCN(CCNC(=O)c1[nH]cnc1C(=O)Nc1ccccc1)CCNC(=O)c1[nH]cnc1C(=O)Nc1ccccc1 | 3 | 2 | 3 | 2 | -8 | nt | -20
6 | COc1ccccc1C(=O)NNC(=O)c1ccc(NC(=O)CC(C)C)cc1 | nt | 3 | nt | nt | nt | -3 | -12
7 | Cc1ccc(OC(C)C(=O)N2CCc3ccccc32)cc1 (stereo unspecified) | 1 | nt | 5 | 0 | -1 | nt | -2
8 | Cc1cc(C)c(C)c(S(=O)(=O)N2CCC(C(=O)N3CCCC3)CC2)c1C | -1 | -2 | 10 | -1 | 2 | 0 | 1
9 | O=C(NC(c1ccc(Cl)cc1)c1ccsc1)C1CCN(Cc2cccc(C(F)(F)F)c2)CC1 (stereo unspecified) | -8 | -4 | -7 | 4 | -18 | 2 | nt
10 | Cc1nnc(SC2CC(=O)N(c3ccccc3)C2=O)s1 (stereo unspecified) | 3 | nt | -11 | 4 | 5 | nt | -1
11 | Cn1c(SCC(=O)Nc2ccccc2)nc(O)cc1=O | 0 | -5 | -10 | -5 | 25 | -1 | 2
12 | Cc1ccc(-c2cnc(C(O)c3cc(Cl)cc(Cl)c3)[nH]2)cc1 (stereo unspecified) | 5 | -2 | -5 | 1 | 1 | nt | nt

Additional structures
nr | canonical_smiles | miR122 inh | ERp5 inh | esBAF inh | Cneo AK release | Statin myotox sup | SIRT5 inh | ARNT-TACC3 inh
13 | COC(=O)c1c(N)n(CCCN2CCOCC2)c2nc3ccccc3nc12 | -7 | nt | -2 | 0 | 9 | nt | 8
14 | NC(=O)c1ccccc1Nc1nc(NCCO)nc(N2CCCC2)n1 | nt | 3 | 4 | 0 | 16 | -7 | -2
15 | COc1ccc(C2(CNC(=O)c3ccc(C)cc3)CCOCC2)cc1 | 0 | 4 | -6 | -2 | 1 | 0 | 1
16 | CCS(=O)(=O)N1CCCCN2[C@H](C1)[C@@H](c1ccc(C#Cc3ccccn3)cc1)[C@@H]2CO | 9[16.7 µM] | -3 | 4 | 2 | -5 | 3 | 5
17 | Cc1cccc(OCC(=O)Nc2sc3c(c2C#N)CCC3)c1 | -9 | 5 | 84* | 1 | -21 | 0 | -5
18 | COC(=O)c1cccc(NC(=O)CN2C(=O)C3CCCCC3C2=O)c1 (stereo unspecified) | -6 | 1 | 0 | 7 | -5 | -1 | -6
19 | C[C@H]1CCCCO[C@H](CN(C)C(=O)NC2CCCCC2)[C@@H](C)CN([C@@H](C)CO)C(=O)c2cc(NC(=O)CCC(F)(F)F)ccc2O1 | -11[16.7 µM] | 1 | 7 | 1 | 46 | 3 | -4
20 | CCc1ccccc1NC(=O)CN(C)C(=O)Cn1ncc(Cl)c(Cl)c1=O | -63 | -1 | nt | -2 | nt | 0 | -26
21 | COc1ccc(/C=C/C(=O)c2ccc(OC)cc2OC)cc1 | 56 | 7 | -5 | -2 | 0 | -1 | 8
22 | Cn1cc(S(=O)(=O)N2CCCC2)cc1C(=O)NCc1ccccc1Cl | 3 | -5 | -5 | 1 | -1 | -1 | 3
23 | Nc1nc(SCC(=O)Nc2ccc(Cl)c(S(=O)(=O)N3CCOCC3)c2)n[nH]1 | -5 | 6 | -6 | -1 | 5 | -5 | 5
24 | CN(C)C(=O)c1cccc(-c2ccc([C@H]3[C@@H](CO)N4CCCCN(CCC(F)(F)F)C[C@H]34)cc2)c1 | 0[16.7 µM] | 2 | nt | -1 | nt | -3 | -2

(list continues)
nr | canonical_smiles | miR122 inh | ERp5 inh | esBAF inh | Cneo AK release | Statin myotox sup | SIRT5 inh | ARNT-TACC3 inh
25 | COc1ccc(-c2ccc(OC)c([C@H]3[C@H]4C=CC[C@@H](C)[C@@H]4C(=O)N3Cc3ccccc3)c2)cc1 | 2 | 3 | 0 | 0 | -10 | 5 | -1
26 | Cc1nc2n(n1)CC(O)CS2 (stereo unspecified) | -12 | nt | -3 | 8 | -4 | nt | -5
27 | COC(=O)C[C@H]1CC[C@@H]2[C@@H](COc3ccc(NC(=O)c4cnccn4)cc3C(=O)N2C)O1 | -37[16.7 µM] | nt | -1 | -4 | -8 | nt | nt
28 | C[C@@]12CCC3[C@@](CC[C@@H]4[C@](C)(C(=O)O)CCC[C@@]34C)(C[C@H]1O)C2 (stereo partly specified) | nt | 0 | 4 | 0 | 16 | 0 | -10
29 | Cc1cnc(C(=O)OCC(=O)c2ccc(F)cc2)cn1 | -3 | 7 | -4 | 0 | 5 | -2 | 4
30 | O=C(COC(=O)Cc1ccc(Br)cc1)Nc1ccc(Cl)cn1 | -15 | 3 | -7 | 1 | -2 | -4 | 4
31 | Cc1nc(C)c(C)nc1C | nt | nt | 3 | 0 | nt | nt | -22
32 | C[C@H](CO)N1C[C@H](C)[C@H](CN(C)Cc2ccc(C(=O)O)cc2)Oc2ccc(NC(=O)Cc3ccccc3)cc2CC1=O | -4[16.7 µM] | 2 | 2 | -4 | 14 | 0 | 2
33 | COCC(=O)N(C)C[C@H]1Oc2ncc(C3=CCCC3)cc2C(=O)N([C@@H](C)CO)C[C@@H]1C | nt | 0 | 3 | nt | -4 | -1 | nt
34 | Cc1ccccc1Nc1nc(Cl)c(C=O)s1 | nt | -5 | nt | -1 | nt | -5 | -1
35 | CC1(C)CCc2nc(SCc3ccccc3)c(C#N)cc2C1 | -5 | nt | 43 | 0 | 0 | nt | -5
36 | Nc1nc(SCc2ccccc2)c2[nH]cnc2n1 | -6 | -1 | 7 | 2 | 8 | -2 | -11

Continued:
nr | canonical_smiles | miR122 inh | ERp5 inh | esBAF inh | Cneo AK release | Statin myotox sup | SIRT5 inh | ARNT-TACC3 inh
37 | COc1ccc(-n2c(-c3cnccn3)n[nH]c2=S)cc1 | 4 | nt | -2 | 5 | 7 | nt | 4
38 | CCCCCCN1C[C@H](O)[C@@H](n2cc(COC(=O)c3ccccc3)nn2)C[C@@H]1c1ccc(C)cc1 | 9 | -3 | 3 | 4 | -6 | -1 | nt
39 | COc1ccc(NC(=O)CCCn2c(=O)[nH]c3ccccc3c2=O)cc1 | -16 | nt | -8 | 16 | nt | nt | -1
40 | Cc1ccc(C(=O)OCCc2sc[n+](Cc3ccccc3)c2C)cc1 | nt | 0 | nt | nt | nt | 1 | -4
41 | COc1cc(/C=C2/C(=O)NN(c3ccc(F)cc3)C2=O)cc(Cl)c1O | -6 | -1 | -2 | -3 | -2 | -3 | 1
42 | CCOC(=O)[C@H]1[C@H]2COc3cc(OC)ccc3[C@@H]2N2C(=O)CN(Cc3ccco3)C(=O)[C@@]12C | 3 | 13 | 2 | 2 | -4 | 0 | nt
43 | Cc1cc(C)n(CCCNC(=O)c2cc(COc3ccc(C)c(C)c3)on2)n1 | -7 | -5 | 9 | 2 | 4 | -2 | -7
44 | Cn1nnnc1SCCOc1ccc(C#N)cc1 | -4 | nt | 10 | 1 | 116* | nt | -8
45 | Cc1ccc(S(=O)(=O)Nc2cccc3c2O[C@@H](CN(C)C(=O)Nc2cccc4ccccc24)[C@@H](C)CN([C@H](C)CO)C3=O)cc1 | -7[16.7 µM] | nt | 8 | nt | -19 | nt | nt
46 | Cc1ccc(N(C)C(=O)c2cc(S(=O)(=O)N3CCCC3)cn2C)cc1 | -5 | -1 | -12 | 1 | 5 | 0 | -4
47 | O=S1(=O)CC/C(=N/Nc2ccc(C(F)(F)F)cn2)c2cc(F)ccc21 | nt | -1 | nt | nt | nt | 12 | -6
48 | Cc1nc2ccccn2c1-c1ccnc(SCc2ccc(Cl)cc2)n1 | -1 | 5 | nt | 4 | nt | -1 | -1

New compounds follow.
nr | canonical_smiles | miR122 inh | ERp5 inh | esBAF inh | Cneo AK release | Statin myotox sup | SIRT5 inh | ARNT-TACC3 inh
49 | CCC(C(=O)Nc1cc(Cl)ccc1OC)c1ccccc1 (stereo unspecified) | nt | -3 | nt | nt | nt | -1 | -7
50 | CCCn1c(SCC(=O)N2CCN(c3ccc(OC)cc3)CC2)nc2c1c(=O)n(C)c(=O)n2C | 0 | nt | -1 | 2 | 19 | nt | -5
51 | COc1ccccc1OCC(=O)Nc1ccc(-c2nnc(-c3ccco3)o2)cc1 | -2 | -6 | 9 | 1 | -9 | 0 | -4
52 | O=C(c1ccco1)N1CCN(C2CN(C3CCCCC3)S(=O)(=O)C2)CC1 (stereo unspecified) | -2 | 10 | -6 | 4 | 3 | -7 | nt
53 | O=C(COC(=O)C1CC(=O)N(c2ccccc2)C1)c1ccccc1 (stereo unspecified) | nt | -1 | -1 | -5 | 0 | nt | -9
54 | CCOc1ccccc1C1C(C(N)=O)=C(C)Nc2nc(-c3ccc(OC)cc3)nn21 (stereo unspecified) | -4 | nt | -3 | -2 | nt | nt | 1
55 | O=C(CSc1c[nH]c2ccccc12)NCc1ccc2c(c1)OCO2 | 18 | 4 | -2 | -5 | 13 | 1 | -2
56 | CC(C)Oc1cc(C(=O)N2CCC(N3CCCCC3)CC2)ccc1Nc1nnc(Cl)c(Nc2ccccc2S(C)(=O)=O)n1 | 1 | nt | nt | 0 | nt | nt | 6
57 | CC1CCCCC1n1c(-c2cccnc2)n[nH]c1=S (stereo unspecified) | nt | 3 | nt | nt | nt | -4 | 9
58 | COc1ccccc1CN1CCNC(=O)C1CC(=O)N(C)CC1CCOCC1 (stereo unspecified) | 6 | 0 | -6 | 2 | 2 | -1 | -2
59 | COc1ccccc1C1(CC(=O)N2CCOCC2)CCOC(C(C)C)C1 (stereo unspecified) | -2 | nt | -5 | -4 | 0 | nt | -6

Part of the list above in a different format.
56) CC(C)Oc1cc(C(=O)N2CCC(N3CCCCC3)CC2)ccc1Nc1nnc(Cl)c(Nc2ccccc2S(C)(=O)=O)n1
57) CC1CCCCC1n1c(-c2cccnc2)n[nH]c1=S (stereo unspecified)
58) COc1ccccc1CN1CCNC(=O)C1CC(=O)N(C)CC1CCOCC1 (stereo unspecified)
compound no.	56	57	58
miR122 inh	1	nt	6
ERp5 inh	nt	3	0
esBAF inh	nt	nt	-6
Cneo AK release	0	nt	2
Statin myotox sup	nt	nt	2
SIRT5 inh	nt	-4	-1
ARNT-TACC3 inh	6	9	-2

Of the compounds above, these have an NH in an aromatic ring.
nr | canonical_smiles | miR122 inh | ERp5 inh | esBAF inh | Cneo AK release | Statin myotox sup | SIRT5 inh | ARNT-TACC3 inh
5 | O=C(Nc1ccccc1)c1nc[nH]c1C(=O)NCCN(CCNC(=O)c1[nH]cnc1C(=O)Nc1ccccc1)CCNC(=O)c1[nH]cnc1C(=O)Nc1ccccc1 | 3 | 2 | 3 | 2 | -8 | nt | -20
12 | Cc1ccc(-c2cnc(C(O)c3cc(Cl)cc(Cl)c3)[nH]2)cc1 (stereo unspecified) | 5 | -2 | -5 | 1 | 1 | nt | nt
23 | Nc1nc(SCC(=O)Nc2ccc(Cl)c(S(=O)(=O)N3CCOCC3)c2)n[nH]1 | -5 | 6 | -6 | -1 | 5 | -5 | 5
36 | Nc1nc(SCc2ccccc2)c2[nH]cnc2n1 | -6 | -1 | 7 | 2 | 8 | -2 | -11
37 | COc1ccc(-n2c(-c3cnccn3)n[nH]c2=S)cc1 | 4 | nt | -2 | 5 | 7 | nt | 4
39 | COc1ccc(NC(=O)CCCn2c(=O)[nH]c3ccccc3c2=O)cc1 | -16 | nt | -8 | 16 | nt | nt | -1
55 | O=C(CSc1c[nH]c2ccccc12)NCc1ccc2c(c1)OCO2 | 18 | 4 | -2 | -5 | 13 | 1 | -2
57 | CC1CCCCC1n1c(-c2cccnc2)n[nH]c1=S (stereo unspecified) | nt | 3 | nt | nt | nt | -4 | 9
